esBAF inh – blocks esBAF chromatin remodeling in mouse ES cells. Bmi1-luciferase knock-in reporter, 24 h; 100% = twice the neutral-well signal. reporter increase, % at 12.5 µM. hit rate 2% among 350,000. AID 602393; in the data active = activation above about 40%; inconclusive = no clear call, values can overlap the other calls;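 note: 0% = median of the plate's neutral control wells and 100% = double that signal; a rise in the Bmi1 reporter signal indicates esBAF inhibition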
SIRT5 inh – inhibitors of human sirtuin-5 desuccinylase. Q9NXA8. Purified SirT5, succinyl-peptide AMC, trypsin-coupled fluorescence. inhibition, % at 15 µM. hit rate 1.1% among 330,000. AID 652115; in the data active = inhibition above about 15%; inconclusive = no clear call, values can overlap the other calls
Target sequence (Q9NXA8 whole entry, looked up): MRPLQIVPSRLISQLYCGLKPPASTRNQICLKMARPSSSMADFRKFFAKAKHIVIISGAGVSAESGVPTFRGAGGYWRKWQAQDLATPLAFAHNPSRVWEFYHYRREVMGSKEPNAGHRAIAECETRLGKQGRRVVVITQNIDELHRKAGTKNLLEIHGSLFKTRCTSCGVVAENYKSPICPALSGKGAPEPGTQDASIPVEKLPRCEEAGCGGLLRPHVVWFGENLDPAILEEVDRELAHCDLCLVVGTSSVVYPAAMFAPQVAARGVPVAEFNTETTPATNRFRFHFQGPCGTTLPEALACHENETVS
ERp5 block – blocks human ERp5 reductase activity on insulin | Q15084 | ERp5 insulin aggregation, absorbance 650 nm, 90 min | inhibition, % at 9.99 µM | hit rate 0.05% among 350,000 | AID 651711;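 active = mean replicate inhibition above about 25%, with every replicate also reaching it, limit read from the data, passing the limit was not always enough; inconclusive = only one of those two criteria met; inactive = neither criterion met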
Target sequence (Q15084 whole entry, looked up): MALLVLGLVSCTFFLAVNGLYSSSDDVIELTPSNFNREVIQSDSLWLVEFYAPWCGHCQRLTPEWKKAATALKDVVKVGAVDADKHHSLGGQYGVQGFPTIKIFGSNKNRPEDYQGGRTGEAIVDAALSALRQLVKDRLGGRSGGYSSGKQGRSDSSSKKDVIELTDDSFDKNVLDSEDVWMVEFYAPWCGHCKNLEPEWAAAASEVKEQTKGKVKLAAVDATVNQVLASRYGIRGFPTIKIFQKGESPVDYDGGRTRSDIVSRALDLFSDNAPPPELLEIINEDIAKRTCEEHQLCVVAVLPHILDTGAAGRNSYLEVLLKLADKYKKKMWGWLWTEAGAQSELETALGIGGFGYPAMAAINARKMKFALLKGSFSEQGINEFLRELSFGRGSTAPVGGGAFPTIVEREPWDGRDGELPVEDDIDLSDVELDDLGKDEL
miR122 inh – blocks miR-122 activity in Huh7 sensor cells. Huh7 miR-122 Renilla luciferase sensor, 48 h; neutral wells = 0, positive control = 100. activation (reporter increase), % at 12.5 µM. hit rate 0.3% among 340,000;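 active = mean replicate activation score at least 90 and every replicate individually at or above 90; inconclusive = only one of the two criteria met; inactive = neither criterion met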;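 note: higher luciferase means less miR-122 activity so hits act as miR-122 inhibitors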
Cneo AK release – Cryptococcus neoformans lysis via adenylate kinase release; C. neoformans lysis, adenylate kinase release luminescence, 4 h; normalised: neutral wells 0, clomiphene wells 100; lysis activity, % at 15 µM; hit rate 0.2% among 360,000;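 active = mean lysis activity across replicates of at least 80%, whatever share of replicates individually reach that level; inactive = mean lysis activity below 80%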
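Material: C. neoformans cells | Amount: Yeast cell density of 5 × 10^6 cells/mL | Medium: Fresh YPD growth medium | Dosing: Single dose | Times: Static 4 h at 37 °C with compound, 1 h detection | Detection: AK luminescence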
ARNT-TACC3 inh – disruptors of human ARNT/TACC3 interaction. AlphaScreen His-ARNT PAS-B/GST-TACC3 binding, luminescence; TACC3 fragment carries E629A point mutation. Q9Y6A5. hit rate 0.66% among 390,000. inhibition, % at 9.99 µM;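 active = mean inhibition of replicates at least 50% and at least half of replicates each reaching 50%; inconclusive = half or more replicates reach 50% but mean below 50%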;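 note: 0% = complete ARNT plus TACC3 wells and 100% = ARNT alone without TACC3; many hits fall short of the cut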
Statin myotox sup – suppressors of simvastatin-induced myotoxicity in C2C12 myotubes; ATP luminescence, 48 h; scaled: DMSO 0, geranylgeraniol control 100; rescue of ATP level, % at 7.49 µM; hit rate 0.78% among 330,000; AID 602340;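 active = mean ATP rescue above about 67%, or every replicate alone reaching that limit, limit read from the data, passing the limit was not always enough; inconclusive = no clear call, values can overlap the other calls; inactive = mean under the limit and some replicate under it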;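 note: myotubes were challenged with 10 µM simvastatin during compound exposure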
The depositor's hits bear a star; ? = inconclusive; nt = not tested or not shown; & = joins results of further samples; [ ] = another dose, or the depositor's remark.

SMILES	esBAF inh	SIRT5 inh	ERp5 block	miR122 inh	Cneo AK release	ARNT-TACC3 inh	Statin myotox sup
CC1(C)Cc2c(sc3nc(SCC(=O)N4CCOCC4)nc(N)c23)CO1	0	nt	nt	-2	-1	-2	nt
O=c1[nH]c(CN2CCN(S(=O)(=O)c3ccc4c(c3)OCCO4)CC2)nc2sc3c(c12)CCCC3	-6	nt	nt	5	-3	3	-4
CC1Cc2ccccc2N1Cc1nc2scc(-c3cccs3)c2c(=O)[nH]1 (stereo unspecified)	-6	nt	nt	3	0	8	20
COc1ccc(S(=O)(=O)Nc2ccc3c(c2)C(=O)N([C@@H](C)CO)C[C@H](C)[C@H](CN(C)C(=O)Nc2cccc4ccccc24)OCCCC[C@H](C)O3)cc1	12	nt	nt	-11[16.7 µM]	1	3	?
N#CC(C#N)=C(N)/C(C#N)=C/c1cc(O)c(O)c(O)c1	-6	13	-1	-2	-1	6	7
CC/C(=N\NC(=O)C1CCCC1)c1cccc(Br)c1	-1	0	4	-9	2	-4	2
O=C(Cn1c(=O)[nH]c2ccccc2c1=O)Nc1cccnc1	-2	-3	3	-3	1	2	3
Cc1ccc(CN(C(=O)C(F)(F)F)C(C(=O)NC2CCCCC2)c2ccco2)cc1 (stereo unspecified)	2	nt	nt	24	0	1	17
C=CC[C@H](CC(=O)NCCO)C(=O)N[C@H](C)COC(=O)[C@@H](CC=C)Cc1ccc(F)cc1	3	-2	4	-5	-1	nt	14
O=C(COc1ccc(Cl)cc1)NCCCNC(=O)c1cccnc1	-1	3	0	6	-3	-4	-21
COc1cccc(C2C(C(=O)c3cc4ccccc4o3)=C(O)C(=O)N2c2cc(C)on2)c1 (stereo unspecified)	-10	5	6	-4	6	1	8
COCC(=O)Nc1ccc2c(c1)OC[C@H](C)N(C)C[C@@H](C)[C@H](OC)CN(C)C2=O	1	-2	5	0[16.7 µM]	-2	0	-7
COc1ccccc1-c1ccc2n(c1=O)C[C@H]1[C@H](CO)[C@@H](C(=O)NCc3ccccc3Cl)N[C@@H]21	-4	-10	-3	nt	-4	11	13
CC[C@]1(C(=O)OC)[C@H]2C(=O)N(C)C(=O)[C@H]2[C@H]2CN=C(SCc3ccc(C)cc3)N21	-6	-5	4	-4	1	1	4
COc1ccc(CCNC(=O)C2CCCN2C(=O)Nc2ccccc2)cc1OC (stereo unspecified)	1	-3	5	nt	-1	4	3
Cc1ccc(OC(=O)N(C)C[C@@H]2OCc3cn(nn3)CCCC(=O)N([C@@H](C)CO)C[C@H]2C)cc1	-4&0&2	-5&-3&-3	-7&-1&5	1	-1&-3&-9	1&-2	6&-2&-6
COCCNC(=O)CN(C(=O)CCC(=O)Nc1ccccn1)c1ccccc1F	nt	0	-60	nt	nt	4	nt
Cc1c(C(=O)N2CCCC2)c(S(=O)(=O)NCC(C)c2ccccc2)c(C)n1C (stereo unspecified)	-12	-3	1	7	0	-1	8
N#CC(C#N)=C1NC2(CCCCC2)Cc2ccccc21	-7	-3	-6	26	-1	-8	6
CC1CC(C)CN(c2cc(N(C)CCO)c([N+](=O)[O-])c3nonc23)C1 (stereo unspecified)	3	7	-2	-7	0	4	-2
C[C@@H]1CCCCO[C@H](CN(C)C(=O)Nc2ccccc2)[C@H](C)CN([C@@H](C)CO)C(=O)c2cc(NC(=O)c3ccncc3)ccc2O1	-2	1	3	-4[16.7 µM]	0	-4	nt
O=C(NC1CCS(=O)(=O)C1)c1ccccc1Cl (stereo unspecified)	-2	-2	-1	-8	-2	-7	-15
CC1CN(C(=O)CSc2nc(N)cc(N)n2)CC(C)O1 (stereo unspecified)	2	-1	2	-9	-1	-3	29
CN(C[C@@H]1N[C@@H](CO)[C@@H]1c1ccc(C2=CCCCC2)cc1)S(C)(=O)=O	-2	nt	nt	-14[16.7 µM]	0	11	-11
CC(CCN1CCOCC1)c1ccccc1 (stereo unspecified)	-7	-2	-5	1	3	4	-7
COc1cccc(C2C(C(=O)c3ccc(C)o3)=C(O)C(=O)N2c2cc(C)on2)c1 (stereo unspecified)	-2	2	9	nt	-10	-17	-1
CC(/C=N/NC(=O)COc1ccccc1C)=N\NC(=O)COc1ccccc1C	1	-6	5	-1	0	0	-4
COC(=O)c1sc(C(F)(F)F)c(-c2ccccc2)c1S(=O)(=O)N1CCOCC1	nt	-2	2	nt	5	6	nt
O=C(C1CCCO1)N1CCN(S(=O)(=O)c2cccc3nsnc23)CC1 (stereo unspecified)	-7	nt	nt	-2	1	3	nt
OCCC1CN(CC(c2ccccc2)c2ccccc2)CCN1C1CCCC1 (stereo unspecified)	nt	-12	-4	nt	nt	-5	nt
CCOc1ccc(NC(=S)N2CCC(C(=O)c3ccc(F)cc3)CC2)cc1	-7	1	-1	-3	4	2	-4
COc1ccccc1-n1cc(CN2CCCC(CO)(Cc3cccc(Cl)c3)C2)cn1 (stereo unspecified)	0	-3	-3	1	0	3	-12
Cc1cccc(NS(=O)(=O)c2cccc(C(=O)N3CCCC3)c2)c1	nt	0	12	13	2	-1	-3
CC(C)C#Cc1ccc2c(c1)O[C@@H](CN(C)C(=O)c1ccccn1)[C@H](C)CN([C@H](C)CO)S2(=O)=O	10	6	-5	13[16.7 µM]	61	9	-6
OC1C2CN3CCN(C2)CC1(Cc1ccccc1)C3 (stereo unspecified)	-6	nt	nt	-12	-2	nt	-5
CC(C)CN1C(=O)NC(NC(=O)c2cccs2)(C(F)(F)F)C1=O (stereo unspecified)	-1	nt	nt	-3	11	2	-8
O=C(NCCCCNC(=O)c1ccc(Br)s1)c1ccc(Br)s1	2	nt	nt	-6	-1	-3	-26
Cc1ccc(/C=N/NC(=O)CSc2nnc(-c3ccccc3)n2-c2ccc(Cl)cc2)o1	nt	0	-1	nt	nt	1	nt
CCOC(=O)c1cccc(NC(=O)CCS(=O)(=O)c2cccs2)c1	17	nt	nt	0	-1	0	9
COC(=O)c1ccccc1S(=O)(=O)NNC(=O)c1ccccc1-n1cccc1	-4	-1	-1	0	0	nt	-2
COC(=O)c1c(NC(=O)CN2CCN(c3cccc(Cl)c3)CC2)sc(C)c1C	nt	-3	-1	-7	-1	2	nt
COc1ccc(S(=O)(=O)N(C)CC(=O)NC2CCCCC2)cc1OC	-3	nt	nt	0	1	-10	0
O=C(c1ccccc1)N1CCC(c2nc(-c3ccc(S(=O)(=O)NCC4CCCO4)cc3)no2)CC1 (stereo unspecified)	5	nt	nt	20	nt	nt	-4
O=C(Nc1ccccc1-c1nc2ccccc2s1)c1ccco1	-2	-6	1	nt	6	-9	-1
CCCC1CCC(c2nc(-c3cccnc3)no2)CC1 (stereo unspecified)	60*	nt	nt	-4	-3	-5	8
Cc1cc(-c2cccs2)c(C#N)c(=S)[nH]1	nt	7	-2	nt	-1	0	nt
COc1cccc(C#Cc2ccc([C@H]3[C@H](C#N)N(C(=O)C4CC4)[C@H]3CO)cc2)c1	27	-9	2	nt	0	-4	19
C[C@H]1CN([C@@H](C)CO)C(=O)Cc2cc(NC(=O)C3CCCCC3)ccc2O[C@H]1CN(C)S(=O)(=O)c1cn(C)cn1	0	-5	-2	-6[16.7 µM]	-2	6	-17
CCN1C(=O)[C@H]2[C@@H](c3ccc(C)cc3)N3C(=O)N(c4cccc(Br)c4)C(=O)[C@@]3(Cc3ccccc3)[C@H]2C1=O	1	nt	0	nt	-3	-6	6
O=C(c1ccc2c(c1)OCO2)N1CC[C@@H]2[C@H](CO)Nc3ccc(-c4ccccc4)cc3[C@@H]21	2	2	10	5[16.7 µM]	0	-4	27
COc1ccc(-c2nn(-c3ccccc3)cc2C(=O)Nc2cccc(C(=O)O)c2)cc1[N+](=O)[O-]	4	-1	3	-10	-3	3	10
Cc1ccc(S(=O)(=O)N(C)C)cc1NC(=O)C(C)OC(=O)C1CCCCC1 (stereo unspecified)	-4	nt	-7	-10	11	-1	4
CCC(Oc1ccccc1)C(=O)Nc1ccc(S(=O)(=O)NCC2CCCO2)cc1 (stereo unspecified)	7	nt	nt	3	0	-3	6
CNC(=O)C[C@H]1CC[C@H]2[C@H](COc3ccc(NC(=O)C4CCCCC4)cc3C(=O)N2C)O1	6	0	1	0[16.7 µM]	-2	-6	14
C[C@@H]1CCCCO[C@H](CN(C)C(=O)Nc2ccc(F)cc2)[C@H](C)CN([C@H](C)CO)C(=O)c2cc(NS(=O)(=O)c3ccccc3)ccc2O1	4	1	-7	-7[16.7 µM]	-8	5	nt
O=S1(=O)N=C(N(CCO)/N=C/c2ccc(Cl)cc2)c2ccccc21	3	-2	-2	3	0	5	-6
CN(C)S(=O)(=O)N1C(=O)c2ccccc2C1=O	-1	-6	2	nt	0	-15	1
O=C(CSc1nnc2ccccn12)NCCc1ccc(F)cc1	nt	-1	-3	nt	nt	-21	nt
Cc1ccnc2nc(C(=O)OCC(=O)Nc3ccc4c(c3)OCCO4)nn12	5	-7	8	nt	1	1	-6
C[C@H]1CN([C@@H](C)CO)C(=O)c2cccc(NS(=O)(=O)c3cccs3)c2O[C@H]1CN(C)C(=O)Nc1ccc2c(c1)OCO2	3	-1	-3	1[16.7 µM]	55	4	-15

Four entries from above, as labelled records.
COc1ccc(S(=O)(=O)N(C)CC(=O)NC2CCCCC2)cc1OC
- esBAF inh: -3
- SIRT5 inh: nt
- ERp5 block: nt
- miR122 inh: 0
- Cneo AK release: 1
- ARNT-TACC3 inh: -10
- Statin myotox sup: 0
O=C(c1ccccc1)N1CCC(c2nc(-c3ccc(S(=O)(=O)NCC4CCCO4)cc3)no2)CC1 (stereo unspecified)
- esBAF inh: 5
- SIRT5 inh: nt
- ERp5 block: nt
- miR122 inh: 20
- Cneo AK release: nt
- ARNT-TACC3 inh: nt
- Statin myotox sup: -4
O=C(Nc1ccccc1-c1nc2ccccc2s1)c1ccco1
- esBAF inh: -2
- SIRT5 inh: -6
- ERp5 block: 1
- miR122 inh: nt
- Cneo AK release: 6
- ARNT-TACC3 inh: -9
- Statin myotox sup: -1
CCCC1CCC(c2nc(-c3cccnc3)no2)CC1 (stereo unspecified)
- esBAF inh: 60*
- SIRT5 inh: nt
- ERp5 block: nt
- miR122 inh: -4
- Cneo AK release: -3
- ARNT-TACC3 inh: -5
- Statin myotox sup: 8

Next records follow:
SMILES	esBAF inh	SIRT5 inh	ERp5 block	miR122 inh	Cneo AK release	ARNT-TACC3 inh	Statin myotox sup
COc1cc2c(cc1OC)C(C1C(=O)CC(C)(C)CC1=O)N(C(=O)CCl)CC2 (stereo unspecified)	nt	-6	3	nt	nt	5	nt
COc1nccnc1NS(=O)(=O)c1ccc(NS(=O)(=O)c2ccc(NC(C)=O)cc2)cc1	-14	nt	nt	-9	11	0	nt
CCOC(=O)c1cc2c(N)c(C(=O)c3ccc(Br)cc3)sc2[nH]c1=O	5	0	-1	16	nt	-4	10
O=S(=O)(NC(=NCc1ccccc1)c1ccc(F)cc1)c1ccc(Cl)cc1	3	0	-7	148*	0	-3	8
Cn1cc(Cl)c(C(=O)OCC(=O)Nc2ccccc2)n1	nt	nt	nt	1	9	1	nt
COc1cccc(CN(CC(=O)NC2CCCC2)C(=O)CCC(=O)Nc2cc(C)on2)c1	nt	nt	nt	-1	0	3	nt
O=S(=O)(Nc1nc2ccccc2[nH]1)c1ccc2ccccc2c1	-4	nt	nt	-23	-1	-3	-9
CN(C)c1ccc(/C=C2/C=C(c3ccc4c(c3)CCCC4)OC2=O)cc1	-1	-2	1	-3	nt	-3	2
CS(=O)(=O)N(CC(=O)N1CCCCCC1)c1cccc(F)c1	-5	-3	5	-1	-1	-8	9
O=S(=O)(c1ccc(=S)[nH]c1)N1CCCCC1	-4	-3	-2	-11	2	-12	4
C=CCn1c2ccccc2c2nnc(SCC(=O)OCN3C(=O)c4ccccc4C3=O)nc21	8	nt	nt	1	15	15	-19
Cc1ccc(C2=N/C(=C\N(C)C)C(=O)O2)cc1	29	nt	nt	-3	-1	-9	-16
CCN(CC1COc2ccccc2O1)C(=S)NCCCN(C)C (stereo unspecified)	nt	-3	1	nt	nt	-10	nt
Cc1ccc(S(=O)(=O)c2cc3c(=O)n4ccccc4nc3n(C)c2=N)cc1	2	nt	nt	-2	-1	6	18

Screening data as filed in PubChem BioAssay.
